D3 antag: qHTS of D3 Dopamine Receptor Antagonist: qHTS | D3R cells, DiscoveRx beta-arrestin luminescence, antagonist mode; active compounds read low | max response, negative = inhibition, % | actives 2.5% (n = 360,000) | AID 652054, 2013; in the data active = max response below about -50%; inconclusive = no clear call, values can overlap the other calls; note: % is set by controls: 0 for no effect and ±100 for the full control effect; mostly tested at two doses, the higher about 12 µM
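Cells plated overnight at 1500 cells/well, then exposed to library compounds with dopamine controls for 90 minutes at 37 degrees C. DiscoveRx reagent added for 30–60 minutes at room temperature; luminescence read, quantitative HTS format.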
KB-V1 MDR tox: qHTS assay for MDR1-selective chemotherapeutics: Primary screen using the drug-selected MDR subline cells KB-V1; KB-V1 MDR cells viability, CellTiter-Glo, 72 h; Potency, µM (series often up to 46.1 µM), for the others: at the top dose activity change, negative = cytotoxicity, most hits filed as cytotoxic; actives 3.4% (n = 400,000); note: potency is the fitted concentration of half-maximal effect; % is set by controls: 0 for no effect and ±100 for the full control effect; nearly all actives have a fitted effect of over 60% in size
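Potencies derive from concentration-effect curves fitted to normalized luminescence (CellTiter-Glo) of KB-V1 cells treated for 72 h at 37 degrees C in phenol-red-free DMEM containing 10% FBS.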
HEK293 tox: qHTS of GLP-1 Receptor Inverse Agonists: Cytotox Screen; HEK293 cAMP-luciferase reporter cells, luminescence, 24 h; Potency, µM (top dose mostly 38.3 µM), for inactives: at the top dose activity change, negative = inhibition, actives largely listed as inhibitors; actives 0.13% (n = 410,000); AID 624418, 2012;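 note: loss of luciferase light is scored as toxicity; potency is the fitted concentration of half-maximal effect; % is set by controls: 0 for no effect and ±100 for the full control effect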
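A 23 nL compound transfer followed 12 hours of cell culture at 37 deg C; exposure then lasted 24 hr. Luciferase assay detection reagent was dispensed and plates read for luminescence after a 12 min room-temperature wait.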
GLP1R ag: qHTS of GLP-1 Receptor Agonists; Glucagon-like peptide 1 receptor (Homo sapiens), P43220; HEK293 GLP-1R CRE-luciferase, luminescence, 4-6 h; cells express a hypersensitive GLP-1R form; Potency, µM (top dose mostly 45.6 µM), for the others: at the highest dose activation, actives largely listed as activators; actives 0.007% (n = 380,000); AID 624172, 2012; note: potency is the fitted concentration of half-maximal effect; % of control where 0% means no effect
Target sequence (P43220 whole entry, looked up): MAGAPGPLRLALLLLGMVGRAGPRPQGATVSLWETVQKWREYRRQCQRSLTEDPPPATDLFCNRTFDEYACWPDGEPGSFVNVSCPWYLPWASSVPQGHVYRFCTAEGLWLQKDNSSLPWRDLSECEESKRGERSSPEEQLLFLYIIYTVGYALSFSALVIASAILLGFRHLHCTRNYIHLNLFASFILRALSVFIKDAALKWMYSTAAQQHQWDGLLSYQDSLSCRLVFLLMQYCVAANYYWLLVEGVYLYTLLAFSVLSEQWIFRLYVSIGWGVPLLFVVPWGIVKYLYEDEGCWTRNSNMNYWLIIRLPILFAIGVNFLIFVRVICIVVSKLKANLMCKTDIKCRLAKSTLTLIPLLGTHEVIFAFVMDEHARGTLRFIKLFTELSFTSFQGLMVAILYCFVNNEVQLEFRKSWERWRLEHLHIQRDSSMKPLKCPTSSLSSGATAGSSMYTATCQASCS
GLP-1R inv ag: qHTS of GLP-1 Receptor Inverse Agonists (Inhibition Mode); Glucagon-like peptide 1 receptor (Homo sapiens), P43220; HEK293 GLP-1R CRE-luciferase, luminescence, 24 h; GLP-1R form is constitutively active; Potency, µM (titrated, usually from 38.3 µM), without a hit: top-dose activity change, negative = inhibition, most hits filed as inhibitors; actives 1.6% (n = 410,000); AID 624417, 2012; note: potency is the fitted concentration of half-maximal effect; % is set by controls: 0 for no effect and ±100 for the full control effect; nearly all actives have a fitted effect of over 55% in size
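Inverse agonism was detected as reduced cAMP-driven luciferase luminescence after 24 h compound treatment. The cells were HEK293 clones expressing constitutively active human GLP-1R with the reporter. Reporter-only and GPR119 cell lines served as counterscreen controls.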
TDP43 rescue: qHTS of TDP-43 Inhibitors; TDP-43 expressing yeast growth rescue, BacTiter-Glo, 24 h; Potency, µM (series often up to 46.1 µM), inactives show at the highest dose growth rescue (activation), hits mostly activators; actives 1.8% (n = 410,000); note: potency is the fitted concentration of half-maximal effect; % of control where 0% means no effect; nearly all actives have a fitted effect of over 50% in size
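Yeast expressing TDP-43 (pregrown in raffinose, seeded at OD600=0.02 in galactose medium) exposed to compounds 24 hr at 30 deg C. Growth read by BacTiter-Glo luminescence; rescue of toxicity appears as increased signal.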
D3 ag: qHTS of D3 Dopamine Receptor Agonist: qHTS. D3R DiscoveRx beta-arrestin cells, luminescence, 90 min. AID 652048, 2013. actives 0.58% (n = 410,000). max activation, %. D(3) dopamine receptor (Homo sapiens), P35462; in the data active = max activation above about 30%; note: 0% is about no effect; mostly tested at two doses, the higher about 12 µM
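Agonist-mode cell screen: cells plated at 1500/well and incubated overnight at 37 °C, then exposed to library compounds for 90 min at 37 °C. Detection reagent was added for 30–60 min at room temperature, and luminescence was read.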
PTHR1 ag: qHTS for PTHR1 Agonists: Primary Screen. Parathyroid hormone/parathyroid hormone-related peptide receptor (Homo sapiens), Q03431. actives 0.075% (n = 410,000). Potency, µM (series often up to 115 µM), for the others: at the highest dose activation, hits mostly activators. HEK293 GP2 PTHR1 cells, GloSensor cAMP luminescence, 1 h; note: potency is the fitted concentration of half-maximal effect; nearly all actives have a fitted effect of over 55% in size; some results filed as inactive show a strong effect at the top dose; inactives centre near -15; many of its hits are not listed in these tables
Target sequence (Q03431 whole entry, looked up): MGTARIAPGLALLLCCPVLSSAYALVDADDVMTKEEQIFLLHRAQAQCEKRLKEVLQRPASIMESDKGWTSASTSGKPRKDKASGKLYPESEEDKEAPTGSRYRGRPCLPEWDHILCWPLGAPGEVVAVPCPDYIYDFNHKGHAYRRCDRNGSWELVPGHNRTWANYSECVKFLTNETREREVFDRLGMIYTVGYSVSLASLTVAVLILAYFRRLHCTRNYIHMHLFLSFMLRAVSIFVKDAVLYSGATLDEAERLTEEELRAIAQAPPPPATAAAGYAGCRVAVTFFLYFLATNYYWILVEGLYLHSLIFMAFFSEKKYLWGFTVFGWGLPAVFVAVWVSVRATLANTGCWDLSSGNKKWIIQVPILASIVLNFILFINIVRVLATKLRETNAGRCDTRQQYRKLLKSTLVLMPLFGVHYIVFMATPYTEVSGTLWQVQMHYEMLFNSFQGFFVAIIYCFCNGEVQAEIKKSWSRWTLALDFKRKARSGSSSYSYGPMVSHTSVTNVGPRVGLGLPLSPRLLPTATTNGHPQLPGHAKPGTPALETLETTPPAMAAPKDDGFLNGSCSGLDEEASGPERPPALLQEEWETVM
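HEK-293-derived GP2 cells expressing PTHR1 and a GloSensor cAMP reporter, 3,000/well, plated overnight, given luciferin plus IBMX (each 0.5 mM as added) for 1 h at 37 °C, then compound for 1 h at 37 °C. Luminescence was read after 15 min at room temperature.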
aSyn yeast inh: qHTS of alpha-syn Inhibitors. Yeast expressing alpha-synuclein, growth rescue, BacTiter-Glo, 24 h. Potency, µM (doses to about 46.1 µM), inactives show at the top dose growth rescue (activation), actives largely listed as activators. actives 0.14% (n = 370,000). AID 652106, 2013; note: potency is the fitted concentration of half-maximal effect; % of control where 0% means no effect; nearly all actives have a fitted effect of over 65% in size
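Galactose-induced alpha-syn yeast (OD600=0.02, raffinose-pregrown) + pinned cpd, 24 hr, 30 deg C; growth by BacTiter-Glo luminescence. Growth restoration scores as activation.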
* hit, by the source's call; i = inactive; u = inconclusive; x = no result given; [ ] = dose if it differs, or a comment. Unless noted, calls come from the whole dose curve; as a rule, active = well fitted curve in the direction sought with a large enough effect; inconclusive = small, poorly fitted or top-dose-only effect, or another doubt; inactive = no such curve, though single readings can be large; an effect the other way counts as inactive or inconclusive. This is a subset (hit frequency here may not be typical).

SMILES | D3 antag | KB-V1 MDR tox | HEK293 tox | GLP1R ag | GLP-1R inv ag | TDP43 rescue | D3 ag | PTHR1 ag | aSyn yeast inh
Cc1cccc(-n2c(O)c(C=Nc3cccc(O)c3)c3ccccc3c2=O)n1 | 11.7 | -10.5% | 1.2% | 4.8% | 2.0% | 22.3% | -3.6 | -34.1%[inhibitor] | 8.3%
O=C(NCCCN1CCOCC1)C1CCC(=O)N1CCc1ccccc1 (stereo unspecified) | -19.1 | 5.2% | 0.7% | 3.9% | 10.5% | 18.7% | 2.9 | -16.9% | 8.1%
CCNC(=O)/C(C#N)=C/c1c(N2CCN(c3ccccc3)CC2)nc2ccccn2c1=O | 2.1 | -30.3% | 140.5%[activator] | 21.4% | 50.9%[activator] | 10.7% | 2.8 | -18.5% | 6.6%
CC(C)n1nnnc1C1c2ccccc2C(=O)N1Cc1ccco1 (stereo unspecified) | -6.3 | -19.8% | 13.6% | 0.5% | 16.0% | -6.7% | 1.1 | 0.3% | -1.0%
CC(=O)C1=C(O)C(=O)N(c2cccnc2)C1c1ccc(Cl)cc1 (stereo unspecified) | 5.8 | 14.1% | -22.2% | -7.2% | 0.5% | -7.4% | -9.2 | i | -1.3%
O=C(O)c1ccc(-n2nnnc2Oc2ccccc2C(=O)N2CCOCC2)cc1 | 29.1 | -3.1% | 1.4% | -9.9% | 6.8% | -12.3% | -1.2 | -10.5%[57.5 µM] | 0.5%
O=C(Nc1cccc2c1CCCC2)c1ccc(Br)o1 | -7.6 | -1.3% | -6.2% | 11.1% | u | 19.9% | -0.9 | -2.7%[57.5 µM] | 4.7%
O=C(Nc1cccc2c1C(=O)NC2=O)c1ccc(N2C(=O)CCC2=O)cc1 | 18.6 | 17.5% | -3.6% | 5.1% | 15.1% | 2.8% | -3.5 | i | 3.3%
O=C1c2[nH]nc(-c3ccccc3O)c2C(c2cccc(Cl)c2)N1Cc1cccnc1 (stereo unspecified) | x | 1.0% | -28.9% | x | -7.5% | 6.8% | -7.7 | -28.1% | x
COc1cc(/C=C/C(=O)O)cc(S(=O)(=O)NCc2ccc3c(c2)OCO3)c1OC | -0.6 | -9.4% | 1.6% | -0.2% | 4.8% | 6.4% | 0.3 | 6.3% | -4.5%
COc1cccc(NC(=O)CSc2nc3c(c(=O)n2C)SC(C)C3)c1 (stereo unspecified) | -1.5 | -1.5% | -5.5% | -7.5% | 9.6% | -6.3% | 4.8 | -46.1%[inhibitor] | -7.6%
COc1cc2c(cc1OC)C(c1c(-c3c(Cl)cccc3Cl)noc1C)=NCC2 | -0.5 | u | 3.3% | 14.3% | -24.1% | 4.7% | -9.0 | -2.7% | -0.4%
CC1CCN(C(=O)CSc2nnc(-c3cccs3)o2)CC1 | -1.6 | u | -2.8% | 10.0% | 8.4% | 22.9% | -1.4 | -17.6% | 0.1%
Cc1ccc(C(C(=O)NC2CCCC2)N(Cc2ccccc2)C(=O)c2csnn2)o1 (stereo unspecified) | -3.0 | u | 6.1% | 16.4% | -18.9% | -10.4% | -5.7 | -16.4% | -1.2%
CC1CCc2c(sc(NC(=O)Cn3cnc([N+](=O)[O-])n3)c2C(N)=O)C1 (stereo unspecified) | -0.4 | 20.8% | 2.4% | -2.9% | 7.1% | -14.8% | -2.7 | -14.1% | -0.8%
Cc1nnc(NC(=O)C23CC4CC(C)(CC(C)(C4)C2)C3)s1 | 14.7 | 10.2% | -7.4% | 4.5% | -2.2% | x | 10.3 | -9.8% | 7.6%
NNC(=O)/C(=N/Nc1ccccc1)S(=O)(=O)c1ccc(Cl)cc1 | u | -25.6% | u | -18.3% | u | u | -8.2 | i | u
Cc1cc(O)c(C(C)C)cc1NC(=O)c1ccccc1Cl | -2.2 | u | -5.8% | -11.6% | 4.0% | 18.2% | -5.7 | -8.8% | 4.7%
C=CCNC(=S)NN=C1CCC(c2ccccc2)CC1 (stereo unspecified) | -20.3 | u | u | 20.1% | 0.9% | u | -7.0 | -13.8% | 4.6%
CC(=O)Nc1ccccc1C(=O)C(=O)Nc1ccc(C)c(C)c1 | -16.1 | u | 15.9% | 10.1% | 4.1% | 4.7% | -8.1 | -10.8% | 0.4%
COc1ccc(N2CCN(C(=O)CN=C3NS(=O)(=O)C(c4ccc(C)cc4)=C3C)CC2)cc1 | -79.1* | 3.66µM* | u | -2.4% | -8.3% | 3.1% | -8.3 | -23.8% | u
CCOC(=O)c1cnc(Nc2nc3ccccc3o2)nc1CSC(=S)N1CCCCC1 | u | u | -61.7% | -3.4% | -83.2% | 6.3% | 0.3 | i | 4.3%
O=C(Nc1ccc2c(c1)OCCO2)C(c1ccncc1)n1c(=O)c(-c2cc3ccccc3[nH]2)nc2ccccc21 (stereo unspecified) | -12.9 | -4.1% | 319.2%[activator] | x | -31.3% | 28.2µM* | 0.4 | -13.6% | -6.6%
CCCCNc1ccc(C(F)(F)F)cc1S(=O)(=O)NCCc1ccc(F)cc1 | 22.8 | 0.0% | 4.4% | -1.1% | u | -2.8% | -2.6 | -36.9%[inhibitor] | -16.9%
O=C(c1nsc(Cl)c1Cl)N1CCCCC1 | -9.9 | 0.9% | -11.8% | -0.7% | 3.3% | -4.5% | 8.1 | i | 0.0%
Fc1cccc(Cc2noc(CN3CCCCC3c3ccccn3)n2)c1 (stereo unspecified) | -5.2 | u | 18.9% | 9.1% | -20.7% | 15.6% | 1.5 | i | 5.2%
Cc1csc2nc(CNC(=O)C3CCCCC3)cn12 | 14.1 | -1.5% | 14.1% | 5.4% | 16.3% | 0.0% | -4.1 | i | -1.1%
COCCn1c(SCCCC(=O)c2ccc(Br)cc2)nnc1-c1ccncc1 | -0.5 | 2.59µM* | -2.3% | 1.3% | 0.0% | -3.6% | 9.4 | -88.3%[inhibitor] | 7.1%
COC(=O)c1ccccc1NC(=S)N(Cc1ccc2c(c1)OCO2)Cc1cc2ccc(C)cc2[nH]c1=O | 13.0 | -21.6% | -22.5% | -1.3% | -16.9% | -12.2% | -6.5 | i | -4.0%
CCCCc1cc(=O)oc2cc(C)cc(O)c12 | 9.3 | u | -29.6% | 0.6% | -11.8% | u | 0.8 | -16.5%[57.5 µM] | -26.9%
CCOc1cc(CN2CCN(c3cccc(C(F)(F)F)c3)CC2)ccc1O | -85.6* | 16.4µM* | -9.9% | 6.1% | u | -22.7% | -14.6 | i | -3.7%
COC(=O)c1cnn(-c2ccccc2)c1/C=N/NC(=S)Nc1ccccc1 | -4.9 | 0.0% | u | 10.0% | u | 8.1% | 6.5 | -36.3%[inhibitor] | -7.5%
C[C@@H]1CN([C@@H](C)CO)C(=O)c2cc(Br)cnc2O[C@H]1CN(C)C(=O)CN1CCOCC1 | 27.6 | 56.0% | -23.7% | 10.8% | 3.9% | 4.5% | 9.7 | -16.1% | 0.9%
CCn1cc(CN2CCCC(C(=O)Nc3cccc(-c4cc5ccccc5[nH]4)c3)C2)cn1 (stereo unspecified) | -14.9 | u | -13.7% | -4.1% | u | -3.1% | -5.8 | i | -4.8%
c1ccc(OCc2nn3c(-c4ccco4)nnc3s2)cc1 | -14.2 | u | 2.9% | -0.6% | 16.7% | u | 1.4 | i | 2.2%
Cc1ccc(NC(=S)NCCc2ccc(F)cc2)c(C)c1 | -4.2 | -23.0% | 1.0% | 7.3% | 5.5% | -15.6% | -10.5 | -15.1% | -5.2%
O=C(Nc1ccc2c(c1)OCO2)N1CCN(S(=O)(=O)c2ccc(Cl)cc2)CC1 | 18.2 | -7.8% | -5.4% | -4.2% | -11.0% | -25.1% | -12.4 | -24.2% | -4.6%
COc1ccc(C)cc1S(=O)(=O)Nc1ccc(-n2c(C)nc3ccccc3c2=O)cc1 | 17.7 | -5.4% | -16.1% | -4.2% | -15.1% | 7.2% | 3.7 | i | -6.1%
CC1(c2nnc(-c3ccncc3)o2)CC(c2cccnc2)=NO1 (stereo unspecified) | 7.9 | 6.3% | -5.5% | 6.3% | 1.3% | 6.6% | 6.3 | -21.4% | 0.7%
CCOC(=O)[C@]12CCCC=C1N(Cc1ccco1)C(=O)[C@H](CC(=O)N1CCCCC1)C2 | -8.0 | -22.5% | -2.1% | -4.0% | 7.0% | 19.1% | -3.1 | -14.7% | -6.0%
Cc1ccc(NC(=O)CSCC(=O)N=c2sccn2C)cc1 | 11.4 | -11.2% | -6.2% | 7.2% | -2.7% | 18.5% | -3.0 | -3.4% | 4.9%
N#C/C(=C/c1ccc([N+](=O)[O-])cc1)C(=O)Nc1ccccc1O | -3.2 | u | -10.5% | -4.4% | -3.8% | -9.6% | -2.3 | -39.9%[inhibitor] | 3.4%
COC(=O)c1ccc(Cl)cc1NC(=O)/C=C/c1ccc(C)o1 | 5.9 | 1.0% | 40.7%[activator] | 4.8% | 33.3%[activator] | 4.0% | 2.7 | i | 1.9%
O=C1OCCC1Sc1nc2cc(Cl)ccc2n1Cc1ccccc1 (stereo unspecified) | 0.0 | 5.1% | -7.0% | -1.5% | 8.8% | 35.5µM* | 0.5 | -7.0% | 1.2%

Entries of single compounds as entered above. Screens in order: D3 antag | KB-V1 MDR tox | HEK293 tox | GLP1R ag | GLP-1R inv ag | TDP43 rescue | D3 ag | PTHR1 ag | aSyn yeast inh
Entry for CC(=O)Nc1ccccc1C(=O)C(=O)Nc1ccc(C)c(C)c1 : -16.1 | u | 15.9% | 10.1% | 4.1% | 4.7% | -8.1 | -10.8% | 0.4%
Entry for COc1cc2c(cc1OC)C(c1c(-c3c(Cl)cccc3Cl)noc1C)=NCC2 : -0.5 | u | 3.3% | 14.3% | -24.1% | 4.7% | -9.0 | -2.7% | -0.4%
